# PRMT1 FP inh: blocks human protein arginine methyltransferase 1; AID 652257; recombinant PRMT1, activity-based probe fluorescence polarization; inhibition, % at 2.79 µM; 1.3% of 370,000 active;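 active = inhibition above about 21% made by adding two undisclosed values, limit read from the data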
# SIAE inh: blocks human sialic acid acetylesterase. SIAE FP-Rh probe binding, fluorescence polarization. inhibition, % at 9.66 µM. 0.69% of 370,000 active;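 active = inhibition above a cutoff: mean of compounds within the control limits plus 3 SD of those, cut at about 17% in these data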;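 note: 0% = plate median of compound wells and 100% = probe without SIAE protein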
# HTRA1 inh: blocks human HTRA1 serine peptidase; inhibition, % at 5.96 µM; 0.5% of 340,000 active; Q92743; recombinant HTRA1, FP-rhodamine activity-based probe, fluorescence polarization; in the data active = inhibition above about 36%;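 note: 0% = enzyme with DMSO and 100% = wells lacking enzyme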
# PG9 Ab binder: binds the HIV-1 gp120 antibody PG9; TR-FRET gp120-PG9 antibody binding; 0.43% of 360,000 active; inhibition, % at 6.7 µM; in the data active = inhibition above about 8.5%
# TCR-CD3 inh: inhibitors of human TCR-CD3 interaction; TAMRA-labeled TCR probe fluorescence, biochemical; inhibition, % at 9.4 µM; 0.37% of 360,000 active; AID 651800; in the data active = inhibition above about 19%;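 note: recombinant mutant TCR 2C K166C tagged with TAMRA read by polarization; 0% = receptor in buffer alone and 100% = receptor with positive control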
# LEDGF integ inh: blocks HIV-1 LEDGF/p75-dependent DNA integration | inhibition, % at 3.7 µM | 0.64% of 370,000 active | TR-FRET IN-LEDGF/p75 DNA integration, Eu/Cy5;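 active = inhibition above the screen-wide mean plus 3 SD, cut at about 13% in these data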;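 note: signal is the Cy5 over europium emission ratio at 671 and 618 nm; 0% = plate median of compound wells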
# mABHD4 FP: inhibitors of mouse ABHD4; Q8VD66; purified mABHD4, FP-Rh probe fluorescence polarization; inhibition, % at 8.92 µM; 0.54% of 370,000 active; AID 720543;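 active = inhibition exceeding the mean over every tested compound plus 3 SD, cut at about 30% in these data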;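 note: 0% = plate median of compound wells and 100% = S159A mutant with DMSO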
# Target sequence (Q8VD66 whole entry, looked up): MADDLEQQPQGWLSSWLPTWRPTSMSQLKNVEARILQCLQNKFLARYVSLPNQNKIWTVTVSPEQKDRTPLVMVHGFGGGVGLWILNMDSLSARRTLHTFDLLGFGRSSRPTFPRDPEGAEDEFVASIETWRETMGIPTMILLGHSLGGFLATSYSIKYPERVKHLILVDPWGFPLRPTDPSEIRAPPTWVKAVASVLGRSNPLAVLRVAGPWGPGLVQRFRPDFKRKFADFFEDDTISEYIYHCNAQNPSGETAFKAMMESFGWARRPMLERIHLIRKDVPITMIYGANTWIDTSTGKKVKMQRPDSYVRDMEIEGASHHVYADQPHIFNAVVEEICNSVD
#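 assay system = mABHD4 protein | compound dosing = single nominal dose of 8.92 µM, 0.89% DMSO final | read-out basis = percent inhibition of probe binding, normalized to plate controls | schedule = Enzyme–compound pre-incubation 45 min, then probe 60 min, both 25 °C | detection = fluorescence polarization, excitation 525 nm, emission 598 nm, BODIPY TMR filters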
# TDP2 absorb: TDP2 (human) inhibition, absorbance primary screen; O95551; recombinant TDP2, T5PNP hydrolysis, p-nitrophenol absorbance 415 nm; inhibition, % at 12.8 µM; 0.34% of 370,000 active;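 active = inhibition above the mean of all tested compounds plus 3 SD, set per campaign, cut at about 25% in these data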;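 note: 0% = DMSO with enzyme and 100% = buffer with substrate but no TDP2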
#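 test system = human TDP2 enzyme | input = TDP2 enzyme at 120 nM final | medium = 50 mM Tris-HCl pH 7.5 with Mg2+, KCl, DTT, BSA | also added = T5PNP substrate, 5 mM | times = 2 h at 37 °C | technique = epi absorbance | benchmarks = high control without enzyme, low control DMSO plus TDP2 | replication = each compound tested once, singlicate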
# UHRF1 MBD2 ctr: blocks human UHRF1 binding to methylated DNA; Q96T88; UHRF1 binding to methylated oligo, TR-FRET; inhibition, % at 4.4 µM; 0.75% of 370,000 active; AID 687016; in the data active = inhibition above about 21%;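 note: UHRF1 SRA domain binding a hemimethylated CpG hairpin DNA probe; 0% = median of test compound wells and 100% = reference inhibitor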
# Tn7 DDE FP: disrupts Tn7 cyclic peptide binding to fibrin D-Dimer-E complex. P02675. FP displacement of FITC-Tn7 peptide from fibrin DD(E); 0% = median of compound wells per plate. inhibition, % at 8.3 µM. 0.13% of 370,000 active. AID 720508;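 active = inhibition above the mean of compounds falling within the control limits plus 3 SD of them, cut at about 14% in these data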;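 note: 0% = plate median of compound wells and 100% = 10 µM Aha-Tn7 peptide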
# Target sequence (P02675 whole entry, looked up): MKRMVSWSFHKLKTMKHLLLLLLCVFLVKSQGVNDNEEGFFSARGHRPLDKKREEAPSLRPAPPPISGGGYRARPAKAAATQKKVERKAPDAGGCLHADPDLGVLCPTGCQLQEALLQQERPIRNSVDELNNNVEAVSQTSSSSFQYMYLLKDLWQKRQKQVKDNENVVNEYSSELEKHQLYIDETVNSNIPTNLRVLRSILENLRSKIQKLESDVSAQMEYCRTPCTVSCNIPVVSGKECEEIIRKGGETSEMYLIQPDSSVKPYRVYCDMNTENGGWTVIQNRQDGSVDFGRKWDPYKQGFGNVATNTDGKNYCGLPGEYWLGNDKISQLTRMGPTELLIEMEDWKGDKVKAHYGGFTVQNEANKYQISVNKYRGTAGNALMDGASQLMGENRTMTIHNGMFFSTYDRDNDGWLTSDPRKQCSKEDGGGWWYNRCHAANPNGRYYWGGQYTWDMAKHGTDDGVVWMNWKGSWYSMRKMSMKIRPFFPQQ
#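 Assay system: Human clot-derived fibrin DD(E) complex | Buffer or medium: Tris/NaCl/CaCl2 buffer, pH 7.8 | Repeats: One replicate per compound | Benchmarks: Aha-Tn7 high control | Measure: % inhibition scaled between sample-field median and high-control FP | Schedule: 10 min plus 3 h, room temperature | Signal: Fluorescence polarization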
# Starred values were filed as active, the others as inactive; . = not tested or not shown. Compounds as they come; about 4.2% have a hit in one of these screens.
SMILES,PRMT1 FP inh,SIAE inh,HTRA1 inh,PG9 Ab binder,TCR-CD3 inh,LEDGF integ inh,mABHD4 FP,TDP2 absorb,UHRF1 MBD2 ctr,Tn7 DDE FP
O=C1CC(c2ccccc2)n2nc(NS(=O)(=O)c3ccccc3)nc2N1 (centres undefined),2,0,-1,0.1,-4,0,13,1,2,-1
CCC(O)CNc1nc(-n2nc(C)cc2C)nc2sc3c(c12)CC(C)(C)OC3 (centres undefined),-2,1,-4,1.7,0,5,3,-5,4,-5
O=C(CSc1nc2ccccc2[nH]1)NCc1ccccc1,2,0,1,0.0,-3,3,0,-12,3,-9
O=S(=O)(c1ccccc1)c1nnn2c1nc(NC1CCN(Cc3ccccc3)CC1)c1cc(Cl)ccc12,-3,-15,-22,-1.0,1,-1,1,-4,1,6
CC(C)(C)C(=O)Nc1nnc(SCc2cccc(F)c2)s1,6,-7,-12,-1.8,-7,-6,-4,-6,4,-4
O=C(NCCSc1ccccc1)c1cncc(Br)c1,2,-1,-2,-1.6,-10,-1,-1,6,0,7
COc1ccc(CCC(=O)N2CCN(S(=O)(=O)c3cccc(C(F)(F)F)c3)CC2)cc1OC,-5,10,-5,-1.9,-1,1,-3,3,-1,-8
CCCCc1nc2n[nH]c(N)c2c2c1CSC(C)(C)C2,1,0,4,3.6,2,3,-5,-12,7,5
O=C1NCCCCC1NS(=O)(=O)c1ccc(Cl)cc1 (centres undefined),-6,0,6,0.3,-5,2,-1,19,6,3
COC(=O)Cc1ccc(OCC(=O)NC2CCCC2)cc1,1,-3,10,-0.6,-3,2,4,3,0,-2
COc1cccc(CC(=O)N2CCC(n3nccc3NC(=O)C3CCOC3)CC2)c1 (centres undefined),0,-1,0,-2.6,3,3,4,-14,0,0
CC(=O)N1CCN(C(=S)c2ccc(Cl)cc2)CC1,1,0,1,0.0,2,-1,-2,-4,0,-2
COc1ccc(C(=O)NNC(=O)CSc2nnnn2-c2cc(OC)cc(OC)c2)cc1,0,-4,-3,1.0,-8,-2,3,9,0,2
NC(CO)c1cn([C@@H](CCC(=O)O)C(=O)N2CCNCC2)nn1 (some centres undefined),-1,-3,-6,-2.1,5,0,5,6,3,-4
Cc1ccc(C)c(-n2cc(-c3ccc(Cl)cc3)nc2SCC(=O)NC2CCS(=O)(=O)C2)c1 (centres undefined),-3,8,-16,-0.1,-2,-2,-11,4,1,-2
O=C(CCCn1c(=O)oc2ccccc21)NNC(=O)COc1ccc(F)cc1,3,1,4,1.8,-6,-1,5,0,4,4
O=C(CN1C(=O)NC2(CCCC2)C1=O)NNC(=O)c1ccccc1,3,-8,-2,-0.5,3,-2,4,-6,-1,2
O=C(CCC1CCCC1)NCCS(=O)(=O)N1CCN(c2ccccc2)CC1,-5,-2,-7,-0.9,-6,8,-5,-9,-1,-6
COc1cc2c(cc1OC)C(=O)CCS2,4,3,-1,0.8,2,0,-7,2,1,-4
COc1ccc(OC)c(C2c3[nH]c4ccccc4c3C[C@H]3C(=O)N(CCCOC(C)C)CC(=O)N23)c1 (some centres undefined),5,7,-8,0.4,-15,-3,0,2,4,-2
O=C(NNC(=O)c1sc2ccccc2c1Cl)Nc1ccc(Cl)cc1,0,-40,-7,0.5,-1,3,-5,3,1,0
COC(=O)c1ccc2c(=O)n(Cc3ccco3)c(SCC(=O)Nc3ccc(C)c(Cl)c3)nc2c1,2,5,3,-0.7,3,-2,0,0,1,8
O=C(CNC(=O)c1ccccc1)NCCCSc1ccccc1,0,8,6,0.1,2,-1,1,4,-1,2
COCCCNC(=O)C[C@H]1C[C@@]2(C(=O)OC)C(=C[C@H](C3CCCC3)O[C@@H]2C)N(Cc2ccco2)C1=O,1,-4,.,.,.,3,2,-3,-1,3
COc1cc(OC)c(OC)cc1/C=N/n1c(COc2ccccc2)n[nH]c1=S,8,4,3,-0.6,-12,-5,-2,10,3,1
C=CCc1cccc2cc(C(=O)NC3CCCC3)c(=O)oc12,1,1,-2,-0.3,0,3,-3,-1,2,-3
COc1ccc(C2=NS(=O)(=O)N(C)C(C(=O)NCc3ccc4c(c3)OCO4)=C2)cc1,1,4,-17,1.3,-2,-1,-8,3,4,6
C/C(=N\NC(=O)c1nnn(-c2nonc2N)c1C(C)C)c1ccc2ccccc2c1,0,-4,-3,-1.4,-9,-1,2,-4,-3,9
COC(=O)CNC(=O)[C@H](Cc1ccccc1)NC1(C(=O)NCCc2c[nH]c3ccccc23)CCCCC1,-10,3,.,.,.,7,-8,-14,-2,-4
COc1ccc(CC(=O)NC(C)c2nnc(SCC(=O)Nc3ccccc3)n2C)cc1 (centres undefined),-1,3,3,-1.1,1,0,1,1,-3,1
CC(C)=CCC[C@H](C)C[C@@H]1Cc2[nH][nH]c(=O)c2[C@H](c2ccc(Cl)cc2)O1,-1,-18,.,-0.2,0,0,-3,2,-6,1
CC(C)=NNC(=O)C1=NNC(=O)C1,-3,1,.,-2.0,8,4,5,0,-2,-7
CCOc1ccc(Cn2c(C)nc([N+](=O)[O-])c2SCC(O)CCl)cc1[N+](=O)[O-] (centres undefined),-1,0,8,0.7,2,1,-10,8,-2,-2
Cn1c(N2CCN(C(c3ccccc3)c3ccccc3)CC2)nc2c1c(=O)[nH]c(=O)n2C,-4,5,1,-0.5,-2,2,4,0,4,-3
Nc1nc2c(Br)ccc(Br)c2cc1C(=O)NCCc1ccccc1,5,-3,.,3.7,-3,-4,-3,-1,-1,-1
CC1CCc2c(sc3[nH]c(=S)n(C)c(=O)c23)C1 (centres undefined),7,8,-1,0.5,7,-3,13,7,-2,-4
O=C(C[C@H]1C[C@H]2c3cc(NS(=O)(=O)c4ccc(F)cc4)ccc3O[C@H]2[C@H](CO)O1)NCc1cc(F)ccc1F,0,0,-10,-0.3,6,0,0,4,0,-4
CCN(c1ccccc1)S(=O)(=O)c1c(C)noc1C,-1,-5,7,-1.9,-6,1,-5,-28,4,-9
O=[N+]([O-])c1cccc(CN2CCN(Cc3ccco3)CC2)c1,1,-1,8,-0.4,-6,4,16,5,10,-5
O=C(Nc1cccc(NC(=O)c2ccccc2Cl)c1)c1ccc([N+](=O)[O-])o1,0,14,-3,-0.3,6,0,2,11,-3,-5

# Given with each value named: 4 of the compounds above.
Nc1nc2c(Br)ccc(Br)c2cc1C(=O)NCCc1ccccc1
- PRMT1 FP inh = 5
- SIAE inh = -3
- HTRA1 inh = .
- PG9 Ab binder = 3.7
- TCR-CD3 inh = -3
- LEDGF integ inh = -4
- mABHD4 FP = -3
- TDP2 absorb = -1
- UHRF1 MBD2 ctr = -1
- Tn7 DDE FP = -1

CC1CCc2c(sc3[nH]c(=S)n(C)c(=O)c23)C1 (centres undefined)
- PRMT1 FP inh = 7
- SIAE inh = 8
- HTRA1 inh = -1
- PG9 Ab binder = 0.5
- TCR-CD3 inh = 7
- LEDGF integ inh = -3
- mABHD4 FP = 13
- TDP2 absorb = 7
- UHRF1 MBD2 ctr = -2
- Tn7 DDE FP = -4

O=C(C[C@H]1C[C@H]2c3cc(NS(=O)(=O)c4ccc(F)cc4)ccc3O[C@H]2[C@H](CO)O1)NCc1cc(F)ccc1F
- PRMT1 FP inh = 0
- SIAE inh = 0
- HTRA1 inh = -10
- PG9 Ab binder = -0.3
- TCR-CD3 inh = 6
- LEDGF integ inh = 0
- mABHD4 FP = 0
- TDP2 absorb = 4
- UHRF1 MBD2 ctr = 0
- Tn7 DDE FP = -4

CCN(c1ccccc1)S(=O)(=O)c1c(C)noc1C
- PRMT1 FP inh = -1
- SIAE inh = -5
- HTRA1 inh = 7
- PG9 Ab binder = -1.9
- TCR-CD3 inh = -6
- LEDGF integ inh = 1
- mABHD4 FP = -5
- TDP2 absorb = -28
- UHRF1 MBD2 ctr = 4
- Tn7 DDE FP = -9

# Back to the main list, starting 2 compounds before the break.
SMILES,PRMT1 FP inh,SIAE inh,HTRA1 inh,PG9 Ab binder,TCR-CD3 inh,LEDGF integ inh,mABHD4 FP,TDP2 absorb,UHRF1 MBD2 ctr,Tn7 DDE FP
O=[N+]([O-])c1cccc(CN2CCN(Cc3ccco3)CC2)c1,1,-1,8,-0.4,-6,4,16,5,10,-5
O=C(Nc1cccc(NC(=O)c2ccccc2Cl)c1)c1ccc([N+](=O)[O-])o1,0,14,-3,-0.3,6,0,2,11,-3,-5
Cc1cc(C)n(CC(=O)NNC(=O)COc2ccc(Cl)cc2Cl)n1,-1,-4,3,-1.3,3,1,-3,5,1,-9
COC(=O)c1ccc(Cn2c(C)c(C(=O)NCc3ccc(Cl)c(Cl)c3)sc2=O)o1,7,-9,.,-1.1,-3,-2,-16,-5,5,1
COc1cc(NC(=O)CN2CCN(c3ccccc3F)CC2)c(C)cc1[N+](=O)[O-],2,-4,-5,-1.9,-5,-2,1,11,2,7
COc1ccccc1NS(=O)(=O)c1ccc(C)c(C(=O)NCC(c2ccco2)N(C)C)c1 (centres undefined),-1,-1,0,-0.9,2,1,-5,13,-2,1
Cc1ccccc1CN1C[C@@H]2C[C@@H](c3cn(C)nc3-c3ccccc3)N3CCC[C@@]23C1=O,68*,-5,-15,-3.3,-6,2,-2,-17,5,-3
COC(=O)c1ccccc1Nc1ccnc(Cl)n1,-1,-7,2,0.1,3,3,0,-3,-1,-4
CN(C(=O)C(C)(C)C)[C@H]1C[C@H]2c3[nH]c4ccccc4c3CCN2C(=O)[C@H]1CO,1,2,9,0.0,2,3,2,-9,-1,2
CCOc1ccc(NC(N)=O)cc1,0,-2,0,-2.1,7,2,1,7,2,-5
CCNc1nc2c(c(=O)[nH]c(=O)n2C)n1Cc1ccc(F)cc1,0,3,4,-0.5,-1,1,2,15,1,-1
O=C(NN=C(Cc1ccccc1)Cc1ccccc1)c1ccncc1,-1,5,6,-4.5,0,4,-4,-7,2,-1
Cc1cc(C)n(C(C)CC(=O)N2CCc3ccccc32)n1 (centres undefined),1,-3,-2,-2.5,3,1,6,6,5,-1
CCC(C)(C)C1CCc2[nH]nc(C(=O)O)c2C1 (centres undefined),2,1,-1,-1.2,-8,-3,5,-5,5,-6
O=C(NC(=S)Nc1ccc(N2CCCCC2)c(Cl)c1)c1ccc2c(c1)OCCO2,1,-18,6,-0.3,-3,4,4,6,0,-1

# From PubChem BioAssay
